GLP1R cytotox = cytotoxicity counter-screen for GLP-1 receptor inverse agonists. AID 624418. Potency, µM (titrated, usually from 38.3 µM), for inactives: at the highest dose activity change, negative = inhibition, most hits filed as inhibitors. HEK293 cAMP-luciferase reporter cells, luminescence, 24 h. 410,000 compounds, 0.13% hits;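 also: loss of luciferase light is scored as toxicity; potency is read from the fitted curve at half-maximal effect; % is scaled to controls: 0 for no effect and ±100 for the full control effect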
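Step one: seed cells (200 cells/uL, DMEM with 10% Nu serum, 1% pen-strep). Step two: 12-hour incubation at 37 deg C. Step three: pin 23 nL compound, incubate 24 hr. Step four: add luciferase reagent, read luminescence 12 min later.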
MCF10A rereplic = inducers of DNA re-replication in MCF 10A breast cells; AID 624296; MCF 10A DNA re-replication, Hoechst nuclear intensity, 48 h; Potency, µM (highest dose often 46.1 µM), for the others: at the highest dose activity, positive = re-replication, hits mostly activators; 350,000 compounds, 2.9% hits; also: potency is read from the fitted curve at half-maximal effect; % of control where 0% means no effect; nearly all actives have a fitted effect of over 50% in size
D3 ag = activates the human D3 dopamine receptor; D3R DiscoveRx beta-arrestin cells, luminescence, 90 min; max activation, %; 410,000 compounds, 0.58% hits; AID 652048; in the data active = max activation above about 30%; also: 0% is about no effect; mostly tested at two doses, the higher about 12 µM
Target sequence (P35462 whole entry, looked up): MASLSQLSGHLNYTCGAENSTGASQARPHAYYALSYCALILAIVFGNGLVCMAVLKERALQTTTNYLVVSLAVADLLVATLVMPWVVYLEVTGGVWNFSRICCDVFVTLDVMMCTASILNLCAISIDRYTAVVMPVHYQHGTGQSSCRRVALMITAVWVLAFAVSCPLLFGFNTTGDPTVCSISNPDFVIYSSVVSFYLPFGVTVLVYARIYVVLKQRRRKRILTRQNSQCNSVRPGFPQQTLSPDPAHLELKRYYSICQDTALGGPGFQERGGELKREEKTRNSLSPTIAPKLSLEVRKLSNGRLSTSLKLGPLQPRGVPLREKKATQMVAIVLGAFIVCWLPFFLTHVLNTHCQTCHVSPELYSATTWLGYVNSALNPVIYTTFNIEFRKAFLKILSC
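Cells at 1500/well, incubated overnight, then treated with pinned compounds (dopamine as control) for 90 min at 37 degrees C. DiscoveRx reagent added for 30 - 60 minutes at room temperature; luminescence read.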
HT1080 IDH1KD tx = toxicity to HT-1080 IDH1 knockdown cells (counter line); HT-1080 IDH1 knockdown viability, ATP luminescence, 48 h; Potency, µM (series often up to 46.1 µM), without a hit: top-dose activity, negative = toxicity, actives largely listed as cytotoxic; 360,000 compounds, 2% hits; AID 686971;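 also: potency is read from the fitted curve at half-maximal effect; 0% = DMSO wells and -100% = cell-free medium wells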
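In this qHTS, HT-1080 cells depleted of IDH1 are exposed for 48 h at 37 °C to compound titrations. Toxicity is scored from CellTiter-Glo luminescence, with DMSO as full viability and medium alone as none.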
IL1B secr inh = blocks inflammasome-driven IL-1 beta release. THP-1 LPS/ATP IL-1B secretion, AlphaLISA, 16 h; active compounds read low. activity change, % at 57.5 µM. 360,000 compounds, 4.7% hits; in the data active = activity change below about -50%; inconclusive = mostly about -30% to -49%; also: % is scaled to controls: 0 for no effect and ±100 for the full control effect
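Secreted IL-1B measured by AlphaLISA bead assay after 16 h compound exposure of THP-1 cells; compounds (final up to 57.5 uM) added 1 h before LPS (250 ng/mL) and ATP (1.25 mM) stimulation; lower signal means less secretion.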
SW480 rereplic = induces DNA re-replication in SW480 colon adenocarcinoma cells. 340,000 compounds, 1.8% hits. Potency, µM (top dose mostly 46.1 µM), for the others: at the top dose re-replication activation, usual class: activators. SW480 DNA re-replication, Hoechst DNA content imaging, 48 h; also: potency is read from the fitted curve at half-maximal effect; % of control where 0% means no effect; nearly all actives have a fitted effect of over 55% in size
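Hoechst fluorescence of nuclei (405 nm excitation, 500-530 nm emission) measured by plate-scanning imager after 48 hr compound exposure at 37 C; re-replication scored as increased number of nuclei with elevated intensity.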
KB-3-1 cytotox = KB-3-1 parental cell cytotoxicity; KB-3-1 viability, CellTiter-Glo ATP luminescence, 72 h; Potency, µM (highest dose often 46.1 µM), for the others: top-dose activity change, negative = cytotoxic, usual class: cytotoxic; 400,000 compounds, 1.4% hits; AID 1347075; also: potency is read from the fitted curve at half-maximal effect; % is scaled to controls: 0 for no effect and ±100 for the full control effect; nearly all actives have a fitted effect of over 60% in size
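Luminescent ATP read-out (CellTiter-Glo) measures survival of drug-naive KB-3-1 cells after 72 h compound exposure at 37 °C. Titration series was screened from lowest to highest concentration, with DMSO vehicle plates as background controls.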
HT1080NT lethal = kills 2HG-producing HT-1080-NT fibrosarcoma cells | HT-1080-NT fibrosarcoma viability, CellTiter-Glo ATP luminescence, 48 h | 360,000 compounds, 1.6% hits | Potency, µM (series often up to 46.1 µM), for the others: at the highest dose activity, negative = less viability, hits mostly cytotoxic;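 also: NT is the 2HG producing partner of a matched IDH1 knockdown line; potency is read from the fitted curve at half-maximal effect; 0% = DMSO-treated cells and -100% = media-only wells without cells; nearly all actives have a fitted effect of over 55% in size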
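Luminescent CellTiter-Glo readout after 48 hours of compound exposure at 37 degrees C defined viability of HT-1080-NT cells. Activity was normalized to DMSO wells and cell-free media wells; concentration-response curves were fitted and assigned curve classes.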
KB-V1 MDR tox = KB-V1 MDR subline cytotoxicity; KB-V1 MDR cells viability, CellTiter-Glo, 72 h; Potency, µM (highest dose often 46.1 µM), for inactives: at the top dose activity change, negative = cytotoxicity, actives largely listed as cytotoxic; 400,000 compounds, 3.4% hits; AID 1347076; also: potency is read from the fitted curve at half-maximal effect; % is scaled to controls: 0 for no effect and ±100 for the full control effect; nearly all actives have a fitted effect of over 60% in size
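Cytotoxicity via CellTiter-Glo luminescence after 72 h compound exposure at 37 degrees C. Cells: drug-selected KB-V1 line, DMEM phenol-red free plus 10% FBS. Compounds tested at multiple concentrations; normalized data fitted to concentration-effect curves.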
An asterisk follows results filed as active; i = inactive; u = inconclusive; x = not tested or not shown; ! = repeats disagree; [ ] = remark or other dose. Unless noted, calls follow the shape of the dose curve; as a rule, active = well fitted curve in the direction sought with a large enough effect; inconclusive = small, poorly fitted or top-dose-only effect, or another doubt; inactive = no such curve, though single readings can be large; an effect the other way counts as inactive or inconclusive.

SMILES | GLP1R cytotox | MCF10A rereplic | D3 ag | HT1080 IDH1KD tx | IL1B secr inh | SW480 rereplic | KB-3-1 cytotox | HT1080NT lethal | KB-V1 MDR tox
CC(=O)NC1=NN(C(C)=O)C(c2ccc(C)cc2)S1 (configuration not stated) | -4.7%[0.307 µM] | -1.1% | -10.8 | 8.2% | 2.1 | -6.0% | 21.3% | 10.5% | 2.0%
Cc1ccc(SC[C@H](C)CN2CC[C@H](C)CCC2=O)cc1 | 0.6% | u | 7.0 | 7.1% | 22.4 | u | u | -1.1% | 18.4µM*!
Cc1cccc(N(C(=O)c2csnn2)C(C(=O)NC(C)(C)C)c2cccs2)c1 (configuration not stated) | 0.3% | -0.9% | -1.0 | 7.8% | -1.4 | -1.8% | 8.2% | 8.6% | 0.3%
O=C(CC1CCCCC1)NCc1ccccn1 | -2.5% | -2.0% | 1.0 | 7.2% | 1.3 | 2.5% | 2.5% | 6.9% | -17.2%
CC(C)Cn1cc(C(=O)N2CCOCC2)c2c3ccccc3n(C)c2c1=O | 2.2% | 25.3% | -2.9 | 3.4% | -14.9 | -3.5% | 5.7% | 6.2% | -6.0%
O=C(CSc1nncs1)NNC(=O)c1ccccc1Br | 4.0% | -0.2% | -5.6 | 7.9% | -2.4 | 1.8% | 5.2% | 29.4% | 12.1%
Nc1ccc(OCC(O)C[n+]2ccc(CCS(=O)(=O)[O-])cc2)cc1 (configuration not stated) | 4.7% | -4.0% | 2.0 | 6.0% | 10.6 | 15.3% | 8.2% | 11.3% | 27.9%
COC(=O)[C@]12CCCCC=C1N(CCc1ccc(OC)c(OC)c1)C(=O)[C@H](CC(=O)NCc1ccc(C)o1)C2 | -6.9% | x | -8.3 | 22.0% | -10.8 | x | 18.4% | 12.1% | u
COCCCn1cn[nH]c1=S | 0.0% | -5.7% | 4.9 | 9.6% | -6.0 | -2.4% | -3.6% | 4.0% | 4.2%
C=CCc1c(C)nc(-c2ccccc2)nc1N/N=C/c1ccncc1 | 1.9% | 25.3% | -6.8 | u | -29.8 | 23.1µM* | -2.3% | u | -11.2%
CN1CCCCCC1=Nc1ccc([N+](=O)[O-])cc1 | 12.2% | 1.2% | -26.7 | 1.4% | 1.6 | -4.9% | 0.0% | -1.5% | -2.4%
CCOc1ccccc1N(CC(=O)NCCc1ccccc1)C(=O)CCC(=O)Nc1ccccn1 | -3.6% | -1.5% | 5.3 | 2.1% | 9.8 | -0.4% | -3.4% | -12.4% | -1.3%
CCCc1cc(=O)oc2cc(C)cc(OC(C)C(=O)NCc3ccccn3)c12 (configuration not stated) | -3.6% | 2.5% | -4.1 | -2.7% | 17.6 | -4.4% | -14.3% | 1.4% | 8.7%
CCc1c(C)sc(NC(=O)c2cc(C3CC3)on2)c1C#N | -29.1% | -3.1% | -2.5 | -1.8% | -8.8 | -0.1% | 0.0% | 0.3% | -5.2%
Cc1cccc(NC(=O)C2C3C=CC(O3)C2C(=O)O)c1C (configuration not stated) | 2.0% | -28.4% | 19.2 | 6.0% | 22.1 | -4.4%[1.84 µM] | 3.2% | 6.9% | 0.0%
COc1ccc(N2CCN(C(=O)C(=O)c3cn(CC(=O)N4CCCCCC4)c4ccccc34)CC2)cc1 | 22.8% | 10.1% | -7.8 | -9.5% | i | 0.6% | u | -0.2% | u
CC(C)C(=O)Nc1cccc(-c2nc3ncccc3o2)c1 | 3.6% | -1.1% | 1.9 | 0.6% | 0.0 | u | u | 1.8% | 3.7%
COc1ccc(CCNC(=O)CSc2nc3cc(Cl)ccc3o2)cc1OC | -5.1% | 6.4% | 5.0 | -8.3% | -0.2 | -5.7% | 10.6% | -4.3% | -12.8%
COC(=O)c1ccc(NS(=O)(=O)c2ccc3[nH]c(=O)oc3c2)cc1 | 3.4% | 0.5% | 1.4 | 4.1% | -16.8 | -10.2% | -3.6% | 0.0% | 11.7%
O=C(NCC1CCCO1)C(=O)N/N=C/c1ccc(O)c(Cl)c1 (configuration not stated) | -5.9% | -2.8% | -0.4 | 7.3% | 8.6 | 2.6% | 7.9% | 27.1% | 4.3%
O=C1[C@@H]2C(c3cccnc3)=NO[C@@H]2C(=O)N1c1ccc(Cl)cc1Cl | 3.9% | -1.3% | 1.2 | 6.9% | -4.3 | -2.6% | 0.6% | 5.6% | 8.8%
CC1(CSc2ccccc2)CC(=O)N1 (configuration not stated) | 1.3% | x | 5.9 | 0.3% | -4.8 | x | 5.7% | 0.4% | 1.2%
O=C(/C=C/c1ccc(OCCCF)cc1)N1CCN(Cc2ccccc2)CC1 | -7.3% | 12.6% | -17.6 | -16.8% | -52.6* | -5.1% | 0.5% | -0.3% | -4.3%
O=C(CSCc1cccc(Cl)c1)N/N=C/c1ccc(OCC(=O)N2CCCCC2)cc1 | -14.2% | -9.9% | 3.0 | -25.0% | -73.7* | 27.0% | 13.7% | -27.3% | u
COc1ccc(-n2nc(C(=O)NCC(=O)NCC3COc4ccccc4O3)c3ccccc3c2=O)cc1OC (configuration not stated) | -9.1% | 8.6% | 0.3 | -0.7% | 4.6 | 10.6% | -0.2% | -0.1% | -9.7%
CCOc1ccccc1N1CCN(C(=O)C2=CC=CN3CCS(=O)(=O)N=C23)CC1 | 3.7% | u | 0.7 | -4.7% | -3.1 | -3.6% | -18.1% | 3.2% | -28.4%
CCCCc1ccc(N/C(N)=N/c2nc(C)cc(C)n2)cc1 | u | u | 16.3 | 20.6µM* | x | u | u | 32.6µM* | 6.51µM*
Cc1c(NC(=O)C(C)Sc2ccccc2)c(=O)n(-c2ccccc2)n1C (configuration not stated) | -2.1% | 4.3% | 0.3 | 8.4% | 17.8 | -2.4% | 27.7% | 11.9% | 36.3%
O=C(Nc1ccc(Nc2ccncc2)cc1)c1ccc([N+](=O)[O-])cc1 | u | u | -1.3 | -1.9% | -97.5* | 0.5% | -1.7% | u | 5.0%
COc1ccc(OC)c(C2/C(=C(\O)c3ccc(OC)c(Cl)c3)C(=O)C(=O)N2CCN(C)C)c1 (configuration not stated) | 4.8% | 0.3% | 0.6 | 11.9% | -4.9 | -10.2% | 5.4% | 16.3% | 5.4%
COc1cc(OC)cc(C(=O)NCCS(=O)(=O)N2CCN(Cc3ccccc3)CC2)c1 | -14.2% | 5.2% | -5.2 | 6.4% | -0.3 | -1.2% | 0.1% | 2.9% | -9.5%
COc1ccc(NC(C)=O)cc1NC(=O)c1c(C)noc1C | 1.1% | x | 7.6 | 10.5% | -7.8 | x | 0.0% | 15.2% | 9.1%
COc1cccc(N2CCN(C(=O)c3cnn(-c4ccc(C)cc4C)c3C3CCN(C(=O)OC(C)(C)C)CC3)CC2)c1 | 8.2% | x | 0.0 | x | x | x | -26.7% | x | 8.4%
O=C(/C=C/c1ccco1)Nc1ccccc1N1CCCC1 | 1.7% | 2.8% | -2.2 | -7.7% | -7.1 | -1.1% | -2.1% | -9.9% | -17.8%
O=[N+]([O-])c1ccc(Oc2ccc(/C=N/O)cc2)nc1 | -4.4% | -26.0% | 1.7 | -14.7% | -16.6 | -4.0% | 16.5% | -7.5% | 12.7%
Cc1ccc(CNC(=O)c2ccc3c(=O)[nH]c4c(C(=O)NCC5CCCO5)sc(=S)n4c3c2)cc1 (configuration not stated) | 2.6%[0.307 µM] | u | -2.3 | -1.1% | 31.2 | u | 2.5% | 0.4% | 8.5%
O=C(Nc1ccccc1C(=O)N1CCOCC1)C1CCC(=O)N1C1CCCC1 (configuration not stated) | 1.5% | -3.4% | 0.4 | 7.8% | 3.9 | -7.2% | 11.8% | 1.0% | 11.6%
CC1CC2(C)CC(C)C1(COC(=O)Nc1ccccc1)CO2 (configuration not stated) | -15.6% | -10.4% | 1.6 | 1.4% | -8.7 | 3.4% | -1.2% | 2.0% | u
CCCCN1C2CCCC1CC(NC(=O)c1ccccc1Cl)C2 (configuration not stated) | 0.2% | 6.6% | -9.8 | 7.3% | 14.9 | -3.0% | -0.9% | -0.4% | -2.4%
N/N=C(\Cc1cscn1)c1ccc(O)cc1O | 219.5%[activator] | 7.1% | -1.4 | -14.8% | 4.8 | -164.5%[inhibitor] | 11.6% | -4.4% | u
Cc1cc(-c2ccc(Cl)s2)n[nH]1 | 10.5% | 1.4% | 4.5 | 17.6% | -0.6 | 0.8% | 7.9% | 9.2% | 13.7%
CCCCC(=O)N1C(C)CCC1C (configuration not stated) | 2.3% | x | 5.3 | 0.3% | -6.8 | x | -3.3% | 6.1% | 16.9%
O=C(COC(=O)CCc1ccccc1)Nc1cc([N+](=O)[O-])ccc1F | -7.5% | -15.5% | 0.2 | -9.3% | 1.6 | -10.2% | 3.0% | -10.0% | u
COc1ccccc1NC(=S)NNC(=O)c1nn(C)c(C)c1Cl | -11.0% | -2.8% | -1.2 | 11.7% | 11.2 | 16.4% | u | 22.4% | 9.6%
O=C(NNS(=O)(=O)c1ccc(F)cc1)c1sccc1-n1cccc1 | 0.5% | 0.7% | 0.6 | 0.0% | -1.3 | -0.8% | -3.2% | 8.2% | 1.9%
CCn1c2ccccc2c2cc(NC(=O)CN3CCCC3)ccc21 | -20.4% | -2.0% | -11.9 | u | -69.4* | 21.4% | -0.1% | -5.8% | 0.0%

Compound activity from PubChem.
